hK5 inh: blocks human kallikrein 5 protease activity; recombinant hK5, fluorogenic AMC substrate cleavage; inhibition, % at 5 µM; 210,000 compounds, 0.59% hits; Q9Y337;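 active means inhibition of 40% or more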;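 further: 0% = enzyme controls without compound and 100% = no-enzyme blanks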
Target sequence (Q9Y337 67-293 limits assumed): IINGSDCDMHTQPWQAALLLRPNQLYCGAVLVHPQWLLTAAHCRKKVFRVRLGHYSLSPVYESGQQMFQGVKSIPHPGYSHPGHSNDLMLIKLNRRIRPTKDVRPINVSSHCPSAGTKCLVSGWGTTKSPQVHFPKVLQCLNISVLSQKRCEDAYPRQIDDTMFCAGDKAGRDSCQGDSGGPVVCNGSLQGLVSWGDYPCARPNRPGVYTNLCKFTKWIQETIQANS
eIF4E 4G PPI: inhibitors of eIF4E and eIF4G interaction in translation initiation; TR-FRET eIF4E-eIF4GI(517-606) binding, 2 h; inhibition, % at 21.7 µM; 220,000 compounds, 0.37% hits; AID 782;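 further: 0% = full FRET control wells and 100% = background wells lacking eIF4GI fragment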
EBV gp42 inh: EBV gp42 inhibition; inhibition, % (tested at 21.74 µM); 220,000 compounds, 0.42% hits; AID 1085; Fluorescence polarization binding assay, mP read-out; Q1HVG2; in the data active means inhibition above about 50%
Target sequence (Q1HVG2 whole entry, looked up): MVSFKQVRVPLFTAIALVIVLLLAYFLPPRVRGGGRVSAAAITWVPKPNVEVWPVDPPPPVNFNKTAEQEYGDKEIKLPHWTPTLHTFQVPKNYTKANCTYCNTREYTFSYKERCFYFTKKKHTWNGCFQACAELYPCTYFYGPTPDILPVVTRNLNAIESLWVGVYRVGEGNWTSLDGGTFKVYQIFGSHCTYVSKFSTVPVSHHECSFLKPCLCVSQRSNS
Furin inhibitor: human furin inhibition; P09958; purified furin, fluorogenic substrate cleavage; inhibition, % at 30 µM; 220,000 compounds, 0.061% hits; AID 463115; in the data active means inhibition above about 25%; further: inactives centre near -15
p47phox inh: inhibitors of human p47phox binding; AID 1274; 220,000 compounds, 0.53% hits; P14598; p47phox/p22phox peptide binding, fluorescence polarization, 2 h; inhibition, % at 24.7 µM;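 further: 0% = p47phox with labelled peptide and 100% = labelled peptide alone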
Cl transport mod: modulators of human KCC2 chloride dependent transport; Q9H2X9; KCC2 cells, thallium flux FluoZin-2 fluorescence; B-score of Tl+ flux slope (higher = more flux/activation; lower = inhibition) at 10 µM; 190,000 compounds, 2.2% hits; AID 1456;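 active means thallium flux slope and its plate-corrected score both differing from the plate sample mean at a set confidence after two filtering rounds, in either direction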;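 further: slope of fluorescence scaled to starting intensity during 10 to 20 s after thallium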
Rad51 HR inh: Rad51 (human) homologous recombination inhibition | hRad51 DNA strand exchange, fluorescence dequenching | inhibition, % at 10 µM | 200,000 compounds, 0.085% hits;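 active means inhibition above 40% at the single screening dose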;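 further: 0% = DMSO control wells and 100% = blanks with heterologous ssDNA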
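System: human Rad51 nucleoprotein filaments preassembled on unlabelled ssDNA. Reagent: labelled 47-mer dsDNA for strand exchange. Schedule: 30-min compound preincubation and 15-min exchange, both room temperature. Measured by: FRET fluorescence dequenching, excitation 485 nm, emission 520 nm. Read-out: Fluorescence-based percent inhibition, control- and blank-normalised. Benchmarks: plate controls and plate blanks.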
thrombin 1536: inhibitors of human thrombin; alpha-thrombin, Boc-VPR-AMC fluorogenic substrate cleavage; AID 1046; 220,000 compounds, 0.26% hits; inhibition, % at 5 µM;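 active means inhibition at or above 40%; inactive means inhibition below 40%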;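 further: 0% = enzyme with no compound and 100% = wells without enzyme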
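signal = AMC fluorescence, 355/460 nm | material = human alpha-thrombin enzyme | control set = enzyme without compound as high, wells lacking enzyme as low | times = reaction at room temperature | read-out basis = percent inhibition scaled between no-compound controls and no-enzyme blanks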
14-3-3 Bad PPI: disrupts binding of bovine 14-3-3 zeta to phospho-Bad peptide; P63103; TR-FRET 14-3-3zeta/Dy647-pBad peptide displacement, 1 h; inhibition, % at 21.7 µM; 220,000 compounds, 0.71% hits; AID 781;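 active means inhibition above about 70%, limit read from the data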;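 further: 0% = full 14-3-3 plus peptide FRET controls and 100% = background without 14-3-3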
Target sequence (P63103 whole entry, looked up): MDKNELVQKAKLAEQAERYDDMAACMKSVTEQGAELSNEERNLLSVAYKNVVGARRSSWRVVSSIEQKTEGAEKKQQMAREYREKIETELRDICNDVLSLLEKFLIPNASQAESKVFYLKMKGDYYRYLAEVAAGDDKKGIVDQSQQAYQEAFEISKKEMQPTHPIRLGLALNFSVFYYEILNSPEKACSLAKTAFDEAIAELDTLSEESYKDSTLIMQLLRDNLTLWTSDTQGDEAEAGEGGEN
An asterisk follows results filed as active; . = not tested or not shown; [ ] = another dose, or the depositor's remark.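 How the source made its calls, unless noted: active means inhibition above about 30% (limit read from the data); inactive means the rest.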

SMILES	hK5 inh	eIF4E 4G PPI	EBV gp42 inh	Furin inhibitor	p47phox inh	Cl transport mod	Rad51 HR inh	thrombin 1536	14-3-3 Bad PPI
COc1ccccc1-c1cc(=O)c2c(O)ccc([N+](=O)[O-])c2o1	1	4	-24	-27	7	-0.13	2	-3	4
COC(=O)[C@@]1(Cc2ccc(OC)cc2)[C@H]2c3cc(C(=O)N4CCCC4)n(CCn4cc([N+](=O)[O-])nc4C)c3C[C@H]2CN1C(=O)c1ccccc1	-7	6	-9	-19	-1	1.1	-2	1	-8[fluorescence artefact?]
c1ccc2c3c([nH]c2c1)-c1[nH]ncc1CC3	-10	3[fluorescence artefact?]	-16	-18	4	-1.2	-7	-1	-16[fluorescence artefact?]
CCOC(=O)C1CCN(C(=O)COc2ccc(Cl)cc2Cl)CC1	-28	2	6	-11[20 µM]	-12	0.15	-1	0	2
O=C(Cn1nnc2c(cnn2-c2ccc(F)cc2)c1=O)Nc1ccccc1C(F)(F)F	2	0	-8	-14	-1	-3.9*	-5	-5	-6
CC12CCC(C(=O)N(CSC(=S)N/N=C\c3ccccc3)C1=O)C2(C)C (centres undefined)	-57	1	-7	-17[20 µM]	-18	23*	.	3	-3
Cc1oc(S(=O)(=O)N2CCCCC2)cc1NC(=O)Nc1ccc(Cl)cc1	-8	-3	4	-21	-23	1.5	14	-9	0
Cc1nccc2oc(=O)c(NC(=O)c3ccc(Cl)cc3)cc12	-7	4	-7	-3	-3	-0.25	3	1	10
CCOc1ccc(Cl)cc1CSc1n[nH]c(C)n1	3	-1	-5	-25	-16	-0.42	8	4	-8
Cc1cc(C)n2nc(N)c(N=Nc3ccccc3)c2n1	-3	-2	-12	-7	-16	-0.043	-8	-1	-1
O=C1CC(SCc2nc3ccccc3[nH]2)C(=O)N1c1ccc(F)cc1 (centres undefined)	54*	2[fluorescence artefact?]	5	-11[20 µM]	-6	-0.94	-6	25	-7
O=C1NCCN1CCN1C(=O)c2ccccc2NC1c1ccccc1 (centres undefined)	1	5	-13	-38	-10	0.45	-5	-2	-4
Cc1onc(-c2ccccc2)c1C(=O)N/N=C/c1cccs1	-1	3	-2	-2	-14	0.56	-6	5	-1
CC(C)n1nnnc1SCC(=O)NCc1cccs1	-15	14	-15	-23	-1	.	0	1	-6
COc1ccc(NC(=O)c2cccc(C#N)c2)cc1NS(=O)(=O)c1ccc(F)cc1	-18	14	2	-17	-11	0.43	2	-10	-24
Cc1nnsc1C(=O)NC1CCCCC1	-1	1[fluorescence artefact?]	-6	-26[20 µM]	-14	.	-6	-2	-5
CC(=O)c1cc(-c2ccccc2)n(CCC(=O)NCc2cccs2)c1C	-17	6	-26	-7[20 µM]	1	1.1	-4	-3	-27[fluorescence artefact?]
N#Cc1ccc(-c2ccc(Cl)cc2)nc1SCC(=O)c1cccc(Cl)c1	2	5[fluorescence artefact?]	-6	-3[20 µM]	-5	.	-5	-4	6[fluorescence artefact?]
COc1ccc(-c2nnc(SCC(=O)N3CCCCC3)o2)c(OC)c1	-14	7[fluorescence artefact?]	-13	-18	-4	0.19	2	-3	15
COc1ccc(-c2cc(N)n(CCC#N)n2)c(OC)c1	-24	-11	-9	-23	-4	0.25	5	-2	-8
O=C(COC(=O)/C=C/c1cccc([N+](=O)[O-])c1)NCc1ccc2c(c1)OCO2	-2	0	4	-25	5	-0.89	-2	-14	-4
O=C(Cn1ncc2c(=O)oc3ccccc3c21)NCC1CCCO1 (centres undefined)	-4	-2	-10	-15	-7	0.34	-6	2	-7
Cc1cnnn1-c1ccc([N+](=O)[O-])cc1	-2	-2	12	-20	-11	-0.32	5	19	-12
Cc1noc(/C=C/N(C)C)c1S(=O)(=O)N1CCCC(C(=O)Nc2ccc3c(c2)OCO3)C1 (centres undefined)	-12	1[fluorescence artefact?]	3	-26	-7	-0.51	-6	-7	-4[fluorescence artefact?]
COc1cccc(/C=N/N2CCN(C)CC2)c1	-11	15[fluorescence artefact?]	-9	-11	-7	-0.8	21	-1	-1

Records listed so far that bear a hit mark in hK5 inh.
| Structure | hK5 inh | eIF4E 4G PPI | EBV gp42 inh | Furin inhibitor | p47phox inh | Cl transport mod | thrombin 1536 | 14-3-3 Bad PPI |
| --- | --- | --- | --- | --- | --- | --- | --- | --- |
| O=C1CC(SCc2nc3ccccc3[nH]2)C(=O)N1c1ccc(F)cc1 (centres undefined) | 54* | 2[fluorescence artefact?] | 5 | -11[20 µM] | -6 | -0.94 | 25 | -7 |

Following part
SMILES	hK5 inh	eIF4E 4G PPI	EBV gp42 inh	Furin inhibitor	p47phox inh	Cl transport mod	Rad51 HR inh	thrombin 1536	14-3-3 Bad PPI
CC(C)(C)NC(=O)C1CN(S(=O)(=O)c2ccccc2)CCN1S(=O)(=O)c1ccccc1 (centres undefined)	1	8	-17	-10	6	-0.63	2	3	3
CC(NS(=O)(=O)c1ccc(Br)cc1)C(c1cccs1)N1CCOCC1 (centres undefined)	-13	0	-3	-1	0	-0.49	-4	-4	0
COc1ccc(-n2c(Cc3ccccc3)nnc2SCc2ccc([N+](=O)[O-])cc2)cc1	-15	16	-4	-13	0	-2.3	1	-7	-11[fluorescence artefact?]
O=C1C(c2ccncc2)N(CCC2=CCCCC2)C(=O)CN1C1CCCCC1 (centres undefined)	3	4[fluorescence artefact?]	-14	-21	-2	.	3	-1	-6
COCCNC(=O)COc1ncnc2scc(-c3ccc(F)cc3)c12	-1	-1	-3	-7	-15	-0.11	-14	-6	-3
CCN(CC)C(=O)c1ccc(S(=O)(=O)N2CCC(c3nc4ccccc4s3)CC2)cc1	-1	-1	4	-19[20 µM]	-3	-1.8	0	6	-8[fluorescence artefact?]
Cc1cc(NC(=O)C2CC(c3ccc(F)cc3)=NO2)no1 (centres undefined)	-9	-2	-2	-12	-9	.	2	-5	4
COc1ccc(N(C(=O)C(C)C)S(=O)(=O)c2cccs2)cc1	-3	-2	6	-22[20 µM]	-10	-0.63	-13	5	-1
Cc1nn(Cc2ccccc2)c(Cl)c1C(=O)OCC(=O)NC(=O)NC12CC3CC(CC(C3)C1)C2	-30	8	-4	-12	-4	-0.041	.	-12	-6
Cc1ccc(-n2c(=O)c3c4c(sc3n3c(=S)[nH]nc23)CCC4)cc1	6	26	-7	-18	-3	-1.3	-3	1	-4
Cc1ccc(Sc2c(CO)c(-c3ccccc3)nn2C)cc1	-8	1	-14	-22	-1	-1.8	-21	-8	-2
CCCSC1=C(C#N)C(c2ccccc2OCC)CC(=O)N1 (centres undefined)	5	2	-16	-8[20 µM]	-11	-0.51	-3	2	10
COc1ccccc1NC(=O)Cn1c(=O)c(N(C)C)c(N)n(C)c1=O	-13	0	-3	-20	-4	1.3	6	0	0
Cn1c(=O)[nH]c(=O)c2c1nc(N/N=C/c1ccncc1)n2Cc1ccc(Cl)cc1	5	-7	-12	-23	-7	0.47	24	-1	-4
O=S(=O)(c1ccc2c(c1)OCCO2)N1CCN(c2cccc(Cl)c2)CC1	3	3[fluorescence artefact?]	1	-19[20 µM]	-1	-0.92	-4	-5	-7[fluorescence artefact?]
O=C(O)C1CC1c1ccc(Br)cc1 (centres undefined)	5	-2	-14	-23	0	1.5	-2	-2	5
Cc1cc(C)c(S(=O)(=O)N2CCCCC2)c(C)c1-n1ncnn1	-9	4	-10	-25[20 µM]	-8	-0.049	-1	1	1
O=C(/C=C/c1cccc(Br)c1)N1CCN(c2ccccn2)CC1	0	0	-7	-13	-2	-1.8	.	0	-6
O=C(COC(=O)CCSc1ccc(Cl)cc1)NCc1ccccc1	-10	-6	-3	2	-4	-0.84	-1	-5	11
Cc1ccc(NC(=O)COc2cccc3ccc(C)nc23)c(Br)c1	-7	4	7	-22	-3	-1.5	.	3	59
COc1ccc(N2CCN(C(=O)c3csc4ccccc34)CC2)cc1	-1	0	3	-3	-3	0.016	0	-4	0
CN(C)Cc1ccccc1C1(O)c2ccccc2CSc2ccccc21 (centres undefined)	-5	4	2	-1[20 µM]	-12	-0.29	-7	-4	3
Cc1ccc2c(c1)C1CN(C)CCC1N2C(=O)c1ccccc1NS(=O)(=O)c1ccc(F)cc1C (centres undefined)	-10	-6	1	-24	-9	0.099	.	0	6
CC(=O)Nc1ccc(-c2nnn(CC(=O)Nc3ccc4c(c3)OCO4)n2)cc1Cl	7	2	-7	-15	-2	1.1	9	-4	-5
O=C(O)c1cccc(S(=O)(=O)N2Cc3ccccc3C2)c1	-4	-1	-8	-16[20 µM]	-3	-0.76	1	1	4
CCOC(=O)/C(=N\Nc1cccc(C(F)(F)F)c1)N1CCOCC1	52*	0	4	-2	1	1.8	-11	3	10
O=C(COc1cccnc1[N+](=O)[O-])Nc1ccc2c(c1)CCC2	5	-4	-22	-31	-6	-0.64	16	3	-1
CC(C)C(NC(=O)c1ccco1)C(=O)NCC(c1ccco1)N(C)C (centres undefined)	-35	-10	1	-15[20 µM]	-13	-0.24	2	0	-6
O=C(Nc1ccc(Cn2nnc3ccccc32)cc1)c1ccco1	-7	-3	-2	-14	-2	-1.2	-4	3	-8

Among those listed so far, 5 have an NH in an aromatic ring.
SMILES	hK5 inh	eIF4E 4G PPI	EBV gp42 inh	Furin inhibitor	p47phox inh	Cl transport mod	Rad51 HR inh	thrombin 1536	14-3-3 Bad PPI
c1ccc2c3c([nH]c2c1)-c1[nH]ncc1CC3	-10	3[fluorescence artefact?]	-16	-18	4	-1.2	-7	-1	-16[fluorescence artefact?]
CCOc1ccc(Cl)cc1CSc1n[nH]c(C)n1	3	-1	-5	-25	-16	-0.42	8	4	-8
O=C1CC(SCc2nc3ccccc3[nH]2)C(=O)N1c1ccc(F)cc1 (centres undefined)	54*	2[fluorescence artefact?]	5	-11[20 µM]	-6	-0.94	-6	25	-7
Cc1ccc(-n2c(=O)c3c4c(sc3n3c(=S)[nH]nc23)CCC4)cc1	6	26	-7	-18	-3	-1.3	-3	1	-4
Cn1c(=O)[nH]c(=O)c2c1nc(N/N=C/c1ccncc1)n2Cc1ccc(Cl)cc1	5	-7	-12	-23	-7	0.47	24	-1	-4

Arranged by molecular weight (falling): some entries from above.
SMILES	hK5 inh	eIF4E 4G PPI	EBV gp42 inh	Furin inhibitor	p47phox inh	Cl transport mod	Rad51 HR inh	thrombin 1536	14-3-3 Bad PPI
COc1ccc(NC(=O)c2cccc(C#N)c2)cc1NS(=O)(=O)c1ccc(F)cc1	-18	14	2	-17	-11	0.43	2	-10	-24
Cc1ccc(NC(=O)COc2cccc3ccc(C)nc23)c(Br)c1	-7	4	7	-22	-3	-1.5	.	3	59
COc1ccc(-c2cc(N)n(CCC#N)n2)c(OC)c1	-24	-11	-9	-23	-4	0.25	5	-2	-8
COc1cccc(/C=N/N2CCN(C)CC2)c1	-11	15[fluorescence artefact?]	-9	-11	-7	-0.8	21	-1	-1

High-throughput results from PubChem.
